Source: PubChem (National Center for Advancing Translational Sciences (NCATS))
Vif-APOBEC3G blk: qHTS for Inhibitors of Vif-A3G Interactions: qHTS; DNA dC->dU-editing enzyme APOBEC-3G (Homo sapiens), Q9HC16; HeLa A3G-eYFP + Vif (tagged APOBEC3G with the HIV-1 protein that degrades it), YFP fluorescence, overnight; Potency, µM (series often up to 46.1 µM), inactives show at the top dose activity, negative = active, hits mostly inhibitors; actives 0.076% (n = 410,000); AID 602310, 2012;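 note: % is set by controls: 0 for no effect and ±100 for the full control effect; nearly all actives have a fitted effect of over 60% in size; hits raise eYFP signal because A3G escapes Vif-driven loss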
Target sequence (Q9HC16 whole entry, looked up): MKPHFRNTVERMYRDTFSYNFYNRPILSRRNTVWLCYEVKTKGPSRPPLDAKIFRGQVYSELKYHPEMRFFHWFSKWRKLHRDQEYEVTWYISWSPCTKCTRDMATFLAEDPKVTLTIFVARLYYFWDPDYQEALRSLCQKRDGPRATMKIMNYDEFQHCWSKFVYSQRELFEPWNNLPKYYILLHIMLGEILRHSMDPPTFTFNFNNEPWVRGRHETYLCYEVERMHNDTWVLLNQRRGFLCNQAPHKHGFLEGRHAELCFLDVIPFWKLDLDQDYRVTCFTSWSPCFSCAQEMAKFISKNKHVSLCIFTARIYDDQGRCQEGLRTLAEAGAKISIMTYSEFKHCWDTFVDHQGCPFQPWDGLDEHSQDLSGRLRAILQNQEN
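HeLa cells stably expressing Vif and C-terminally eYFP-tagged A3G, seeded overnight at 37 deg C, then exposed to compound by pintool overnight at 37 deg C. Rise in yellow fluorescence (Ex 488/Em 500-530, Acumen) marks blocked Vif-driven A3G degradation.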
USP1 inh: Inhibitors of USP1/UAF1: Primary Screen; Ubiquitin carboxyl-terminal hydrolase 1 (Homo sapiens), O94782; recombinant USP1/UAF1, Ub-Rhodamine cleavage fluorescence; Potency, µM (titrated, usually from 57.1 µM), without a hit: at the top dose activity change, negative = inhibition, most hits filed as inhibitors; actives 0.23% (n = 390,000); note: % is set by controls: 0 for no effect and ±100 for the full control effect; nearly all actives have a fitted effect of over 60% in size; inactives centre near -12
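Step one: compound is pinned into 1nM USP1/UAF1 in HEPES pH 7.8 buffer with TCEP. Step two: 15 min room-temperature incubation. Step three: Ub-Rho (150nM final) starts cleavage, tracked by fluorescence over six one-minute reads.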
mIDH1 inhibitor: qHTS for Inhibitors of mutant isocitrate dehydrogenase 1 (IDH1): qHTS; Isocitrate dehydrogenase [NADP] cytoplasmic (Homo sapiens), O75874; IDH1-R132H enzyme, NADPH consumption, diaphorase/resazurin fluorescence; Potency, µM (highest dose often 76.6 µM), for inactives: at the top dose activity change, negative = inhibition, most hits filed as inhibitors; actives 0.093% (n = 390,000); AID 602179, 2012; note: % is set by controls: 0 for no effect and ±100 for the full control effect; nearly all actives have a fitted effect of over 65% in size
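IDH1-R132H (0.5 ug/mL) preincubated 30 min with compound, then NADPH (0.016 mM) and alpha-KG (2 mM) added; 80 min at RT, pH 7.5. Remaining NADPH coupled via diaphorase/resazurin to fluorescence (540/590 nm); concentration-response curves normalized to no-enzyme control.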
TrxR1 substrate: qHTS Assay for Substrates of Mammalian Selenoprotein Thioredoxin Reductase 1 (TrxR1): qHTS; Thioredoxin reductase 1, cytoplasmic (Rattus norvegicus), O89049; purified TrxR1 substrate turnover, NADPH consumption readout; Potency, µM (titrated, usually from 114 µM), without a hit: at the highest dose activity change, negative = substrate turnover; actives 0.01% (n = 390,000); AID 588456, 2011; note: % is set by controls: 0 for no effect and ±100 for the full control effect; nearly all actives have a fitted effect of over 50% in size
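Rat TrxR1, dispensed at 90 nM, was prereduced with 400 uM NADPH (final) for 5 min at ~22 deg C, then incubated with compound 15 min before 400 uM selenite. A first-read NADPH fluorescence drop versus no-compound background flagged substrates.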
RXFP1 agonist: qHTS Assay for Agonists of the Relaxin Receptor RXFP1 | HEK293T-RXFP1 cAMP TR-FRET, 30 min; response scale: percent of porcine relaxin response, buffer zero | Potency, µM (titrated, usually from 57.5 µM), for inactives: top-dose activation, usual class: activators | actives 0.3% (n = 370,000) | AID 2676, 2010; note: % is set by controls: 0 for no effect and ±100 for the full control effect; nearly all actives have a fitted effect of over 60% in size; many of its hits are not listed in these tables
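Agonist response is measured as cAMP accumulation in an RXFP1-transfected HEK293T line under PDE4 inhibition. Values are scaled between buffer-only and 29 nM porcine relaxin, and EC50s come from standard Hill equation fits.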
ALOX12 inh: Primary qHTS assay for inhibitors of human arachidonate 12S-lipoxygenase (ALOX12): Round 2; Polyunsaturated fatty acid lipoxygenase ALOX12 (Homo sapiens), P18054; purified 12hLO, xylenol orange hydroperoxide absorbance; Potency, µM (highest dose often 108 µM), without a hit: at the top dose activity change, negative = inhibition, usual class: inhibitors; actives 1.1% (n = 580,000); note: % is set by controls: 0 for no effect and ±100 for the full control effect
Target sequence (P18054 whole entry, looked up): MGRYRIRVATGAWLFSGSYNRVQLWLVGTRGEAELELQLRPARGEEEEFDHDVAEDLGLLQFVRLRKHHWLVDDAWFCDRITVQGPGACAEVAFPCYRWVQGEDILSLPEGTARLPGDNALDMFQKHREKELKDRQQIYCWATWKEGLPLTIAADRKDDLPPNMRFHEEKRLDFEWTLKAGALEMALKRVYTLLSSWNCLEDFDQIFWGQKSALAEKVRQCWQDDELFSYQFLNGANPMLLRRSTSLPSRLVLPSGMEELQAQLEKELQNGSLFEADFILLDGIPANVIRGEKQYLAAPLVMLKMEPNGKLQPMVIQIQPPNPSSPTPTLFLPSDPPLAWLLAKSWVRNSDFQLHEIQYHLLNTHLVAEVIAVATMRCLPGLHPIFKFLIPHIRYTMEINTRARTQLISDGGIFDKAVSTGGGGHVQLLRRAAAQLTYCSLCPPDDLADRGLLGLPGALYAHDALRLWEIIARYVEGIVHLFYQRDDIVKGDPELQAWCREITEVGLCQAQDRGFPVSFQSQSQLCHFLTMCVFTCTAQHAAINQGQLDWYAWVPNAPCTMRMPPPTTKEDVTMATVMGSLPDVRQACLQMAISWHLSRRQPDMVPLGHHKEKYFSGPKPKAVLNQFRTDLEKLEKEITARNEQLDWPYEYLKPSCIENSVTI
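Purified human 12hLO at 150 nM in 25 mM Hepes, 0.01% Triton X-100, pH 7.0, preincubated 15 min at room temperature with compound. Reaction started with 40 uM arachidonic acid, 30 min at room temperature. Hydroperoxide measured by Fe-xylenol orange, 573/405 nm absorbance ratio.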
Vif-A3F inh: qHTS for Inhibitors of Vif-A3F Interactions: qHTS; AID 602313, 2012; HeLa A3F-eYFP + Vif (tagged APOBEC3F with the HIV-1 protein that degrades it), YFP fluorescence increase; actives 0.2% (n = 390,000); Potency, µM (series often up to 46.1 µM), for inactives: top-dose activity, negative = active; note: % of control where 0% means no effect; nearly all actives have a fitted effect of over 65% in size
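HeLa cells stably expressing A3F-eYFP plus Vif, plated and incubated overnight at 37 deg C, then exposed to compounds overnight at 37 deg C. Blocked degradation read as raised yellow fluorescence (Ex 488/Em 500-530).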
RGS4 inh: Inhibitors of Regulator of G Protein Signaling (RGS) 4: qHTS. Regulator of G-protein signaling 4 (Homo sapiens), P49798. Transcreener GDP fluorescence polarization, RGS4-accelerated GTP hydrolysis. Potency, µM (doses to about 114 µM), for inactives: at the top dose activity change, negative = inhibition, usual class: inhibitors. actives 0.039% (n = 390,000). AID 504845, 2011; note: % is set by controls: 0 for no effect and ±100 for the full control effect; nearly all actives have a fitted effect of over 75% in size; some results filed as inactive show a strong effect at the top dose
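MLSMR compounds (23 nl, pin-transferred) preincubated 10 min at room temperature with a 500nM (2x) first reagent, then RGS4 at 900nM (2x) plus Transcreener GDP mix added; fluorescence polarization (620/688 nm) read before and after 90 min at 30 °C.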
rTrxR1 inhibitor: qHTS Assay for Inhibitors of Mammalian Selenoprotein Thioredoxin Reductase 1 (TrxR1): qHTS; Potency, µM (highest dose often 114 µM), for inactives: at the highest dose activity change, negative = inhibition, most hits filed as inhibitors; recombinant rTrxR1, NADPH fluorescence consumption, selenite substrate; actives 1% (n = 390,000); note: % is set by controls: 0 for no effect and ±100 for the full control effect; nearly all actives have a fitted effect of over 65% in size
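Rat TrxR1 (90 nM in the dispensed reagent) was pre-reduced with 400 uM NADPH for 5 min at room temperature, then incubated with compound for 15 min. After 400 uM selenite was added, NADPH fluorescence (Ex 340/Em 450 nm) was followed for 8 min.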
* marks the source's active call; other numbers are inactive results; & = joins results of further samples; [ ] = dose if it differs, or a comment. Calls come from the whole dose curve; as a rule, active = well fitted curve in the direction sought with a large enough effect; inconclusive = small, poorly fitted or top-dose-only effect, or another doubt; inactive = no such curve, though single readings can be large; an effect the other way counts as inactive or inconclusive. Potency is the fitted concentration of half-maximal effect. An excerpt; the hit share may differ from the screen's.

Screening CCC(=O)N1CCN(c2ccc(NC(=O)c3c(F)c(F)c(OC)c(F)c3F)cc2)CC1 returned Vif-APOBEC3G blk 0%, USP1 inh -20%, mIDH1 inhibitor -1%, TrxR1 substrate 9%[11.4 µM], RXFP1 agonist 1.5%, ALOX12 inh 14%, Vif-A3F inh 0%, RGS4 inh 1% and rTrxR1 inhibitor -27%[57.1 µM].
CCC(NC(=O)c1ccccc1NC(=O)c1ccco1)C(=O)O (stereo not drawn) was read as Vif-APOBEC3G blk 0%, USP1 inh -19%, mIDH1 inhibitor 4%, TrxR1 substrate -8%[57.1 µM], RXFP1 agonist 0.5%, ALOX12 inh 12%, Vif-A3F inh -17%, RGS4 inh 0% and rTrxR1 inhibitor 3%[57.1 µM].
`CCC(C)C(NC(=O)c1ccccc1NC(=O)c1ccc(C)cc1)C(=O)O` (stereo not drawn) gave Vif-APOBEC3G blk 3%, USP1 inh -21%, mIDH1 inhibitor 14%, TrxR1 substrate 0%, RXFP1 agonist 0.8%, ALOX12 inh -2%, Vif-A3F inh 4%, RGS4 inh 26% and rTrxR1 inhibitor 23%.
COC(=O)CNC(=O)C1CCCN1C(=O)CNC(=O)OCc1ccccc1 (stereo not drawn) was read as Vif-APOBEC3G blk 5%, USP1 inh 1%, mIDH1 inhibitor 0%, TrxR1 substrate -5%[11.4 µM], RXFP1 agonist -0.5%, ALOX12 inh 4%, Vif-A3F inh 4%, RGS4 inh 10% and rTrxR1 inhibitor -7%[11.4 µM].
`O=C(Nc1ccc2oc(-c3ccccc3F)nc2c1)c1ccccc1Cl` gave Vif-APOBEC3G blk 0%, USP1 inh inconclusive, mIDH1 inhibitor 38%[activator], TrxR1 substrate 15%, RXFP1 agonist 3.8%, ALOX12 inh -3%&0%, Vif-A3F inh -6%, RGS4 inh -1% and rTrxR1 inhibitor 26%.
O=[N+]([O-])c1cccc(-c2cc(-c3cc(Br)ccc3O)[nH]n2)c1 was read as Vif-APOBEC3G blk -24%, USP1 inh -2%, mIDH1 inhibitor -3%, TrxR1 substrate -4%[0.0914 µM], RXFP1 agonist -0.6%, ALOX12 inh -17%, Vif-A3F inh -10%, RGS4 inh 16% and rTrxR1 inhibitor 21%.
For Cc1ccccc1OCC(=O)NCC(=O)OCC(=O)c1ccc(-c2ccccc2)cc1 the results were Vif-APOBEC3G blk -3%, TrxR1 substrate -6%, RGS4 inh -20% and rTrxR1 inhibitor -15%.
Screening CC1CN(C(=O)CSc2nnc(NC(=O)NC(C)(C)C)s2)CC(C)O1 (stereo not drawn) returned Vif-APOBEC3G blk 1%, USP1 inh -16%, mIDH1 inhibitor 3%, TrxR1 substrate 0%, RXFP1 agonist 1.0%, ALOX12 inh -16%, Vif-A3F inh -3%, RGS4 inh -8% and rTrxR1 inhibitor -93%[57.1 µM].
Screening COc1ccc(C(CNC(=O)c2cc3ccccc3o2)N2CCCC2)cc1 (stereo not drawn) returned Vif-APOBEC3G blk 0%, USP1 inh 2%, mIDH1 inhibitor -6%, TrxR1 substrate 3%, RXFP1 agonist -0.6%, ALOX12 inh -18%, Vif-A3F inh -4%, RGS4 inh -9% and rTrxR1 inhibitor 6%.
Screening COCCNC(=O)Cc1cn(C)c2ccccc12 returned Vif-APOBEC3G blk 0%, USP1 inh -8%, mIDH1 inhibitor 3%, TrxR1 substrate 11%[57.1 µM], RXFP1 agonist 1.6%, ALOX12 inh 102%[activator], Vif-A3F inh -3%, RGS4 inh 37% and rTrxR1 inhibitor 6%[57.1 µM].
`O=C(CSc1nc2c([nH]c3ccccc32)c(=O)n1-c1ccccc1)c1ccccc1` gave Vif-APOBEC3G blk 5%, USP1 inh 8%, mIDH1 inhibitor 16%, TrxR1 substrate 3%[57.1 µM], RXFP1 agonist -1.8%, ALOX12 inh -13%, Vif-A3F inh 0%, RGS4 inh 4% and rTrxR1 inhibitor 25%[57.1 µM].
Screening Cc1ccc(NC(=O)C2CCN(S(=O)(=O)c3ccc4c(c3)NC(=O)CO4)CC2)cc1 returned Vif-APOBEC3G blk -1%, USP1 inh -2%, mIDH1 inhibitor -5%, TrxR1 substrate 0%, RXFP1 agonist 11%, ALOX12 inh -1%, Vif-A3F inh 10%, RGS4 inh 66%[activator] and rTrxR1 inhibitor 6%.
CCC(C(=O)N/N=C/c1cccnc1)c1ccccc1 (stereo not drawn) was read as Vif-APOBEC3G blk 5%, USP1 inh -26%, mIDH1 inhibitor 3%, TrxR1 substrate 8%, RXFP1 agonist -0.1%, ALOX12 inh inactive, Vif-A3F inh -1%, RGS4 inh 10% and rTrxR1 inhibitor 32%.
For COc1ccc(N2CCN(C3CCCN(Cc4cccc(C(C)=O)c4)C3)CC2)cc1 (stereo not drawn) the results were Vif-APOBEC3G blk 3%, USP1 inh -7%, mIDH1 inhibitor -1%, TrxR1 substrate -6%, RXFP1 agonist 1.5%, ALOX12 inh 11%, Vif-A3F inh 1%, RGS4 inh -1% and rTrxR1 inhibitor 38%[11.4 µM].
For CCOc1ccccc1NC(=O)c1csc(C)c1C the results were Vif-APOBEC3G blk -13%, USP1 inh -25%, mIDH1 inhibitor 8%, TrxR1 substrate -2%, RXFP1 agonist 0.4%, ALOX12 inh inconclusive, Vif-A3F inh 2%, RGS4 inh -18% and rTrxR1 inhibitor 3%.
For Cc1ccc(OCC(=O)c2cc(C)n(-c3cc(C)on3)c2C)c([N+](=O)[O-])n1 the results were Vif-APOBEC3G blk inconclusive, USP1 inh -11%, mIDH1 inhibitor 9%, TrxR1 substrate -1%, RXFP1 agonist 2.1%, ALOX12 inh 4%, Vif-A3F inh 5%, RGS4 inh -43% and rTrxR1 inhibitor inconclusive.
Screening COc1ccc(CNC(=O)C2COc3ccccc3O2)cc1 (stereo not drawn) returned Vif-APOBEC3G blk -6%, USP1 inh -5%, mIDH1 inhibitor 2%, TrxR1 substrate -9%, RXFP1 agonist 2.1%, ALOX12 inh 0%, Vif-A3F inh 7%, RGS4 inh 42% and rTrxR1 inhibitor -3%.
Screening O=C(Cc1ccccc1F)N1CCC(c2nc3c(nnn3Cc3ccc(F)cc3)c(=O)[nH]2)CC1 returned Vif-APOBEC3G blk -2%, USP1 inh inconclusive, mIDH1 inhibitor -3%, TrxR1 substrate -3%, RXFP1 agonist 2.4%, ALOX12 inh -4%, Vif-A3F inh -2%, RGS4 inh -1% and rTrxR1 inhibitor 9%.
Screening COc1cc(C2C3C(=O)N(Cc4ccccc4)C(=O)C3ON2c2ccccc2)cc(OC)c1OC (stereo not drawn) returned Vif-APOBEC3G blk -10%, USP1 inh -19%, mIDH1 inhibitor 3%, TrxR1 substrate -6%[57.1 µM], RXFP1 agonist 0.1%, ALOX12 inh -1%, Vif-A3F inh -3%, RGS4 inh -31% and rTrxR1 inhibitor 17%[57.1 µM].
Screening COc1cc(NC(=O)CSc2nccc(C)n2)c(C(=O)O)cc1OC returned Vif-APOBEC3G blk 0%, USP1 inh -5%, mIDH1 inhibitor -4%, TrxR1 substrate 4%, RXFP1 agonist -2.7%, ALOX12 inh -2%, Vif-A3F inh -9%, RGS4 inh -9% and rTrxR1 inhibitor 2%.
For CN(C)c1ccc(Cc2cc3c(O)ccc(O)c3cc(Cc3ccc(N(C)C)cc3)c2=O)cc1 the results were Vif-APOBEC3G blk -5%, USP1 inh inconclusive, mIDH1 inhibitor 20%, TrxR1 substrate -13%, ALOX12 inh inconclusive, Vif-A3F inh -5%, RGS4 inh inconclusive and rTrxR1 inhibitor 11µM*.
Screening CCn1cc(C(=O)NCCCOC)c(=O)c2cc(S(=O)(=O)N3CCC(C)CC3)ccc21 returned Vif-APOBEC3G blk 4%, USP1 inh -1%, mIDH1 inhibitor 0%, TrxR1 substrate -12%, RXFP1 agonist -0.2%, ALOX12 inh -1%, Vif-A3F inh 3%, RGS4 inh 71%[activator] and rTrxR1 inhibitor 4%.

Quoted at random: 2 entries already listed
Screening COc1cc(C2C3C(=O)N(Cc4ccccc4)C(=O)C3ON2c2ccccc2)cc(OC)c1OC (stereo not drawn) returned Vif-APOBEC3G blk -10%, USP1 inh -19%, mIDH1 inhibitor 3%, TrxR1 substrate -6%[57.1 µM], RXFP1 agonist 0.1%, ALOX12 inh -1%, Vif-A3F inh -3%, RGS4 inh -31% and rTrxR1 inhibitor 17%[57.1 µM].
Screening COc1ccc(CNC(=O)C2COc3ccccc3O2)cc1 (stereo not drawn) returned Vif-APOBEC3G blk -6%, USP1 inh -5%, mIDH1 inhibitor 2%, TrxR1 substrate -9%, RXFP1 agonist 2.1%, ALOX12 inh 0%, Vif-A3F inh 7%, RGS4 inh 42% and rTrxR1 inhibitor -3%.
